BAP1 block = inhibitors of human BAP1 deubiquitinase. 72,000 tested, 0.48% active. recombinant BAP1, Ub-AMC hydrolysis fluorescence kinetic; active compounds read low. AID 436. activity remaining (% of control), % at 20 µM;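 active = activity remaining at or below 50% of control, provided the compound also passes the data quality filters; inactive = the rest, including low values that fail the filters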;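 note: 100% = DMSO wells rate and 0% = substrate alone blank rate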
Target sequence (Q92560 whole entry, looked up): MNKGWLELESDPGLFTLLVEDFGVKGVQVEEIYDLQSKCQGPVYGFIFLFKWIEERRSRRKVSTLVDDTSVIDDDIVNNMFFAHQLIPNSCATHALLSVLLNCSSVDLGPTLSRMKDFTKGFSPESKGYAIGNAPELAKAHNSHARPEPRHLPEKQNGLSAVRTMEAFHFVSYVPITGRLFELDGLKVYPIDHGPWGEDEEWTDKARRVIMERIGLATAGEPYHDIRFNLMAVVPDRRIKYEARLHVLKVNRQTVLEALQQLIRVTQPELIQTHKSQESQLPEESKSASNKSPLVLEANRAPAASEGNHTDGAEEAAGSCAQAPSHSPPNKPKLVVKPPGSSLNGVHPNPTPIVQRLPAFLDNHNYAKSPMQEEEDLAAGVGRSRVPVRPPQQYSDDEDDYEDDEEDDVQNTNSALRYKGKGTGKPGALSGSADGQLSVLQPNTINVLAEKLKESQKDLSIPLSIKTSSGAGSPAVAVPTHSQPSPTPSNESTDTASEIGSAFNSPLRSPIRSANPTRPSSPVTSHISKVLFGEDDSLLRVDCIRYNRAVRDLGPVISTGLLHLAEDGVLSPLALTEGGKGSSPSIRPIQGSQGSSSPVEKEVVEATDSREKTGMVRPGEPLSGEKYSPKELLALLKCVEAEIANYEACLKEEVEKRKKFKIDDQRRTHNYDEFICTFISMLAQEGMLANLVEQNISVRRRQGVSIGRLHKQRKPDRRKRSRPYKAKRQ
HePTP inhibitor = inhibitors of human HePTP phosphatase. P35236. recombinant HePTP phosphatase activity, OD absorbance. inhibition, % at 20 µM. 110,000 tested, 0.64% active. AID 521; in the data active = inhibition above about 50%;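 note: plate controls were vehicle for no effect and reference inhibitor for full effect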
Target sequence (P35236 whole entry, looked up): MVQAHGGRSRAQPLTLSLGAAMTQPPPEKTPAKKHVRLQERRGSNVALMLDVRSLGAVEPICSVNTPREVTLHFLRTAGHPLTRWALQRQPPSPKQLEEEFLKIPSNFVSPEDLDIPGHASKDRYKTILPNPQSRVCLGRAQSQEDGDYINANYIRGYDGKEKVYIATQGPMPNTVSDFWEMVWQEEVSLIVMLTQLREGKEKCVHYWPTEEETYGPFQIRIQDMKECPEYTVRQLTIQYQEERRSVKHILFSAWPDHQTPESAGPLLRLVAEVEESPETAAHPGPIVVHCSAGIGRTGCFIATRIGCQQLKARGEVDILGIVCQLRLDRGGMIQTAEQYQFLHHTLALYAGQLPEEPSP
* = called active by the depositor; x = not tested or not shown; & = joins results of further samples.

BAP1 block	HePTP inhibitor	molecule
61	-12	Cc1nc2c3c(-c4ccccc4)c(-c4ccccc4)oc3ncn2n1
x	-7	O=C1CCCC2=C1C(c1ccc(Cl)cc1)C1C(=O)c3ccccc3C1=N2 (stereo not drawn)
89	-4&8	CCCCOC(=O)c1ccc(NC(C)=O)cc1
x	6	N#C/C(=C\c1ccc(-c2cc(Cl)ccc2Cl)o1)C(=O)Nc1sc2c(c1C(N)=O)CCCC2
x	7	CCc1ccc(NC(=O)c2ccc(C)c([N+](=O)[O-])c2)cc1
105	-6	Cn1nccc1C(=O)OCC(=O)Nc1nc(-c2ccccc2)cs1
170	12	Cc1cc(NC(=O)CSc2nnc3c(C)cc4cc5c(cc4n23)OCO5)no1
95	2	CCCn1c(=O)c(C(=O)Nc2c(C)n(C)n(-c3ccccc3)c2=O)c(O)c2ccccc21
x	5	O=C(c1ccncc1)N1CCN(C2CCCCC2)CC1
x	3	O=c1[nH]cc(N=Cc2cc(Br)ccc2O)c(=O)[nH]1
83	2	CC(C)(C)c1csc(NC(=O)c2cccs2)n1
100	-6	CCOC(=O)/C=C1\CC(=O)Nc2nonc2N1
92	3	O=C1C2CC=CCC2C(=O)N1c1n[nH]c(Cc2ccccc2)n1 (stereo not drawn)
x	4	C=CCN=C(C)C1=C(O)C(C(=O)OC)C(C)(C)CC1=O (stereo not drawn)
65	6	CCOC(=O)c1[nH]c2ccc(OCC)cc2c1NC(=O)CN1CCCC(C)C1 (stereo not drawn)
88	2	COc1ccc(Cc2nc(-c3ccc(NC(=O)c4cccnc4)cc3)no2)cc1
80	-2	CC1Cc2ccccc2N1C(=O)CCn1c(=O)sc2ccccc21 (stereo not drawn)
89	6	O=C(NCCCN1CCN(c2ccccc2F)CC1)C1CCCN(S(=O)(=O)c2cnc[nH]2)C1 (stereo not drawn)
x	8	CCc1ccc(CN2CCN(Cc3ccc(OC)cc3OC)CC2)cc1
x	3	Cc1coc2cc3oc(=O)c4c(c3cc12)CCC4

Entries of single compounds, quoted from the list:
Cc1coc2cc3oc(=O)c4c(c3cc12)CCC4 across the screens: BAP1 block: x; HePTP inhibitor: 3
COc1ccc(Cc2nc(-c3ccc(NC(=O)c4cccnc4)cc3)no2)cc1 across the screens: BAP1 block: 88; HePTP inhibitor: 2

Looked up one by one from above:
BAP1 block	HePTP inhibitor	molecule
170	12	Cc1cc(NC(=O)CSc2nnc3c(C)cc4cc5c(cc4n23)OCO5)no1
95	2	CCCn1c(=O)c(C(=O)Nc2c(C)n(C)n(-c3ccccc3)c2=O)c(O)c2ccccc21
100	-6	CCOC(=O)/C=C1\CC(=O)Nc2nonc2N1
92	3	O=C1C2CC=CCC2C(=O)N1c1n[nH]c(Cc2ccccc2)n1 (stereo not drawn)

Next section:
BAP1 block	HePTP inhibitor	molecule
x	-13	CCOC(=O)c1c[nH]c2c(OCC)cccc2c1=O
x	-3	CC(C)CC(=O)N1CCN(S(=O)(=O)c2ccc(Cl)cc2)CC1
x	14	Cc1sc(NC(=O)/C=C/c2ccccc2)c(C(N)=O)c1C
129	4	CCC(=O)c1cn(CC(=O)NCc2cccnc2)c2ccccc12
x	4	COc1cccc(CN2CCN(C3CCCCC3)CC2)c1
97	6	COCCCNC(=O)C(F)(F)C(F)(F)C(=O)NCCCOC
x	6	CCOC(=O)CNC(=O)C1c2cc(OC)c(OC)cc2C(=O)N(C)C1c1ccccc1F (stereo not drawn)
x	-1	CCOC(=O)c1c(NC(=O)c2ccccc2C)sc2c1CC(C)(C)OC2
78	4	O=C(Nc1cccc(C(F)(F)F)c1)c1ccc([N+](=O)[O-])o1
75	3	COc1ccc(C2=NOC(C(=O)NCc3ccccc3)C2)cc1 (stereo not drawn)
98	10	C=CCN=C(NC#N)SCC(=O)NCc1ccccc1
96	7	COc1ccc(C2C(C(N)=O)=C(C)Nc3nc(-c4cccc(Cl)c4)nn32)cc1OC (stereo not drawn)
x	60*	COc1ccc(NC(=O)c2ccc(Nc3nnc(C)c4ccccc34)cc2)cc1
107	-6	O=C(CSc1nnc(NC(=O)C2CC2)s1)Nc1ccc(F)cc1
91	0	C=CCn1c(COc2ccc(Cl)cc2)nnc1SCc1ccc(C#N)cc1
107	0	CCCn1c(NC(=O)c2cccc(S(=O)(=O)N3CCCC3)c2)nc2ccccc21
x	5	CCOC(=O)C1=C(C)N=c2s/c(=C\c3ccc4c(c3)OCO4)c(=O)n2C1c1ccc(F)cc1 (stereo not drawn)
87	5	CCC(C)(C)n1nnnc1C(C(C)C)N(CCCO)Cc1cc2cc(C)ccc2[nH]c1=O (stereo not drawn)
x	-12	CC1=C(C(=O)OC(C)C)C(c2cccc(Br)c2)C2=C(CCCC2=O)N1 (stereo not drawn)
x	2	COc1cccc2cc(-c3nc(-c4cccc([N+](=O)[O-])c4)cs3)c(=O)oc12

Some of these compounds in order of formula weight, ascending.
BAP1 block	HePTP inhibitor	molecule
75	3	COc1ccc(C2=NOC(C(=O)NCc3ccccc3)C2)cc1 (stereo not drawn)
x	-3	CC(C)CC(=O)N1CCN(S(=O)(=O)c2ccc(Cl)cc2)CC1
107	-6	O=C(CSc1nnc(NC(=O)C2CC2)s1)Nc1ccc(F)cc1
x	-1	CCOC(=O)c1c(NC(=O)c2ccccc2C)sc2c1CC(C)(C)OC2
107	0	CCCn1c(NC(=O)c2cccc(S(=O)(=O)N3CCCC3)c2)nc2ccccc21
87	5	CCC(C)(C)n1nnnc1C(C(C)C)N(CCCO)Cc1cc2cc(C)ccc2[nH]c1=O (stereo not drawn)
x	6	CCOC(=O)CNC(=O)C1c2cc(OC)c(OC)cc2C(=O)N(C)C1c1ccccc1F (stereo not drawn)

(next part)
BAP1 block	HePTP inhibitor	molecule
103	-11	CC1CCN(C(=O)N[C@@H](Cc2ccccc2)C(=O)O)CC1
x	2	CC(C)=C1C2C=CC1C1C(=O)N(c3cccc(Br)c3)C(=O)C21 (stereo not drawn)
133	3	N#Cc1ccccc1CSc1ccccn1
x	4	COc1cccc(NC2=C(Cl)C(=O)N(c3ccc(Cl)cc3)C2=O)c1
x	2	CCN(CC)CCOc1c(C)cc(C)cc1Cl
x	-1	Cc1onc(-c2ccccc2Cl)c1C(=O)NCCc1nc2ccccc2[nH]1
x	-2	COc1ccc(N2C(=O)NC(=O)/C(=C\c3ccc(OCc4ccc(C(=O)O)cc4)c(OC)c3)C2=O)cc1
134	5	O=C(C1=C(O)C(=O)N(CCCN2CCOCC2)C1c1ccccn1)c1cccs1 (stereo not drawn)
x	6	Cc1nnc(NC(=O)c2ccc3ccccc3c2)o1
105	1	CCn1c(COc2cccc(OC)c2)nnc1SCC(=O)N1CCOCC1
115	-1	COc1ccccc1CCNC(=O)C1CCCO1 (stereo not drawn)
95	6	Cc1ccc(S(=O)(=O)N2CCCC2C(=O)OCc2nc3ccccc3s2)cc1 (stereo not drawn)
x	-12	Cc1ccc(S(=O)(=O)N2C(=O)CC[C@@H]2C(=O)N2CCn3c4c(c5cc(C)ccc53)CCCC42)cc1 (stereo partly drawn)
x	-2	CCSc1nc(-c2ccc(OC)cc2)ccc1C#N
97	0	NC(=O)C1(N2CCCCC2)CCN(C(=O)c2cccs2)CC1
77	8	Cc1ccc(C)c(OCC(O)CN2CCC(C)CC2)c1C (stereo not drawn)
95	5	O=C(CSc1nc2ccncc2[nH]1)Nc1ccccc1C(F)(F)F
x	0	Cc1cc(C)nc(NC(=O)CCC(=O)O)c1
x	8	O=C(Nc1ccc2ccccc2c1)C1CC(=O)N(c2ccccc2)C1 (stereo not drawn)
116	7	CN(C)c1ccc(-c2nn3c(-c4ccc(Cl)cc4)nnc3s2)cc1
90	4	Cn1c(=O)n(C)c2cc(NC(=O)C(F)(F)F)ccc21
109	-8	Cc1cc(NC(=O)c2cc(-c3ccncc3)nc3c(C)cccc23)no1
x	12	Cc1ccc(Cl)cc1N1CCN(C(=O)c2cn(C)c(=O)c3c2c2ccccc2n3C)CC1
66	2	Cc1nc2ccccc2c2c1C(=O)N(CCC1=CCCCC1)C2=O
x	-2	CC(C)c1ccc(NC(=O)C(=O)NCc2ccccn2)cc1
93	-14	Cc1ccc(-c2nc(CS(=O)CC(=O)NCc3ccccn3)c(C)o2)cc1 (stereo not drawn)
x	104*	COc1ccc(C(=O)Nc2cc(C(F)(F)F)cc(C(F)(F)F)c2)cc1
96	7	CCCOC(=O)c1ccc(Nc2cc(C)nc3ncnn23)cc1
90	0&7	COc1ccc(NC(=O)Cc2nc3ccccc3[nH]2)cc1
123	x	Cc1[nH]c(=O)[nH]c(=O)c1[N+](=O)[O-]
x	6	CCCOc1ccc(/C=N/Nc2nc(-c3ccccc3)cc(-c3ccccc3O)n2)c(O)c1
76	-10	Cc1cc(NC(=O)c2cccc(S(=O)(=O)N3CCCCCC3)c2)n(-c2ccccn2)n1
x	3	CCC(C)NS(=O)(=O)c1ccc(Br)cc1 (stereo not drawn)
x	-17	COc1ccc2ccccc2c1/C=C1\SC(=S)N(C2CCCCC2)C1=O
104	14	Cc1c(C(=O)NCc2ccccn2)oc2ccccc12
x	9	CCOc1ccc(C(=O)Nc2cccc([N+](=O)[O-])c2)cc1Cl
x	5	CCCCCCn1cnn2c(=O)cc(C)nc12
x	8	COc1ccccc1-c1c(C(F)(F)F)oc2cc(OC(=O)c3ccccc3C)ccc2c1=O
94	1	Cc1cc(Nc2ccccc2F)n2nc(C)nc2n1
x	-2	COc1cc(/C=N/Nc2nc(N3CCOCC3)nc(N3CCOCC3)n2)ccc1OC(=O)c1ccco1
x	2	O=C(NC1CCS(=O)(=O)C1)C1CCCCN1S(=O)(=O)c1ccc(Cl)cc1 (stereo not drawn)
104	6	O=C(Nc1ccc(F)cc1)N1CCn2c(nc3ccccc32)C1
290	2	CCOC(=O)c1cnc2sccn2c1=O
71	-6	O=c1c2ccccc2nc(SCc2nnc(-c3ccccc3)o2)n1-c1ccccc1
91	0	CNC(=O)CSc1nnnn1-c1ccc(C)cc1C
x	10	C/C(CC(=O)NC12CC3CC(CC(C3)C1)C2)=N\NC(=O)c1ccc(-c2ccccc2)cc1
97	-14	COC(=O)C1=C(C)N(C)C(=O)NC1c1ccc(O)c(OC)c1 (stereo not drawn)
x	4	CCc1ccccc1OCCCNC(C)(C)C
53	x	CCCCNc1ccc2cccc(O)c2n1
x	10	COc1cc(NS(=O)(=O)c2cc(Cl)ccc2Cl)c2ncccc2c1
70	x	CNc1cc(NC)c2ncnc3c2c1C(=O)c1ccccc1-3
85	-2	Cc1ccc(S(=O)(=O)N(CC(=O)N2CCOCC2)CC(=O)N2CCOCC2)cc1
95	x	Oc1cc2c(c(Cl)c1O)CCNCC2c1ccccc1 (stereo not drawn)
94	7	CC1CN(S(=O)(=O)c2ccc(NC(=O)c3ccco3)cc2)CC(C)O1 (stereo not drawn)
176	-1	Fc1cccc(Nc2nc(-c3ccncc3)nc3ccccc23)c1
x	8	Cn1c(=O)[nH]c(=O)c2ncn(Cc3ccccc3)c21
280	x	Cc1ccc2oc(N)nc2c1
85	-4	COCCn1c(C)cc(C(=O)COc2nc3ccccc3nc2C)c1C
x	4	COc1ccc2ccccc2c1/C=C1\SC(=O)N(c2ccccc2)C1=O
92	x	CC1=C(C(=O)O)N2C(=O)[C@@H](NC(=O)C(N)c3ccccc3)[C@H]2SC1 (stereo partly drawn)

Carrying on.
BAP1 block	HePTP inhibitor	molecule
75	5	COc1ccc(C2CC(C(F)(F)F)n3ncc(C(=O)NCC4CCCO4)c3N2)cc1OC (stereo not drawn)
x	-8	Cc1ccccc1NC(=O)C1CCC(=O)N1 (stereo not drawn)
102	4	CCCCn1c(CCCNC(=O)CC)nc2ccccc21
x	-6	O/N=C/c1cn(-c2ccccc2)nc1-c1ccc(F)cc1
104	3	CCOC(=O)C1CCCN(CC(=O)Nc2c(F)c(F)c(F)c(F)c2F)C1 (stereo not drawn)
124	-5	Cn1c(=O)c2c(nc(NCc3ccc4c(c3)OCO4)n2Cc2ccccc2)n(C)c1=O
x	-2	O=C1c2ccccc2C(=O)c2c1cccc2S(=O)(=O)Nc1ccc(Cl)cc1
x	-1	CCCNC(=O)C(F)(F)C(F)(F)C(=O)NCCC
x	6	Clc1ccc(C=NN2CCN(Cc3ccccc3Cl)CC2)cc1Cl
37*	6	O=c1c2ccccc2nc(CSc2nnnn2-c2ccccc2)n1-c1ccccc1
x	6	CCCn1c(/N=C/c2ccc3c(c2)OCO3)nc2ccccc21
136	9	O=C1OC(Nc2ccc(Br)cc2F)c2ccccc21 (stereo not drawn)
x	2	Nn1c(SC/C=C/c2ccccc2)nnc1-c1ccccn1
94	x	CCOc1ccc(C(=O)N(C)c2nnc(C34CC5CC(CC(C5)C3)C4)s2)cc1
x	8	NC(=O)C1CCN(C(=O)c2cnn(-c3ccccc3)c2NC(=O)c2cccc(F)c2)CC1
94	8	C/C=C(\C)CN1CCN(c2cc(C)ccc2C)CC1
x	1	NC(=S)NN=C1c2cc(S(=O)(=O)NCc3ccco3)ccc2-c2ccc(S(=O)(=O)NCc3ccco3)cc21
x	-10	CCOC(=O)N1CCN(C(=O)/C(=C/c2ccc(OC)cc2)NC(=O)c2ccccc2)CC1
x	6	O=C(CC(c1ccccc1)S(=O)(=O)c1ccccc1)c1ccccc1 (stereo not drawn)
74	-2	COc1ccc(Cn2c(=O)c3c(nc(NCCO)n3C)n(C)c2=O)cc1
102	7	Cc1nc2ccccc2cc1C(=O)NCc1ccco1
86	7	CCN(CC)Cc1cc(CC(C(N)=O)C(N)=O)ccc1OC
93	-6	Cc1cc(OCc2nn[nH]n2)c2c(C)c(Cc3ccccc3)c(=O)oc2c1
74	-5	CC(=O)c1ccc(NC(=O)CSc2nnc(-c3ccoc3C)n2Cc2ccccc2)cc1
96	-4	CC(C)OCCCn1c(=S)[nH]c2ncccc2c1=O
x	-5	COc1cc(C2C3=C(CC(C)(C)CC3=O)OC3=C2C(=O)CC(C)(C)C3)ccc1OCc1cc2c(cc1Cl)OCO2
